TNF death inh – inhibitors of TNF-alpha triggered necroptosis, primary screen, cell-based, Jurkat FADD-/-, single concentration; AID 463075, 2010; hit rate 0.068% among 220,000; Jurkat FADD-/- TNF necroptosis rescue, ATP luminescence, 24 h; 0 = TNF only, 100 = no-TNF cells; activation (protection from cell death), % at 10 µM;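 active = activation, meaning protection from cell death, of at least 50% relative to plate controls; inactive = activation below 50%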;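 note: necroptosis triggered by 40 ng/mL TNF-alpha added together with compound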
CHOP inhibitor – inhibitors of CHOP promoter induction, primary screen, cell-based, unfolded protein response, luciferase reporter | CHO-K1 CHOP-promoter luciferase, tunicamycin-induced, 15-18 h | inhibition, % at 10 µM | hit rate 3.8% among 220,000;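 active = compounds that reduced the stress-induced luciferase reporter signal by more than about 70% of percent inhibition, limit read from the data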;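 note: 0% = tunicamycin plus vehicle and 100% = wells without tunicamycin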
RBBP9 inh – human RBBP9 inhibitors, primary screen, biochemical, fluorescence polarization, FP-Rh probe, HTS | Serine hydrolase RBBP9 (Homo sapiens), O75884 | recombinant RBBP9 | inhibition, % at 7.94 µM | hit rate 0.2% among 220,000 | AID 1515, 2009;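 active = inhibition above the campaign mean of all tested compounds plus 3 SD, cut at about 14% in these data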;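 note: plate controls were DMSO wells with RBBP9 for no effect and wells lacking RBBP9 protein for full effect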
Target sequence (O75884 whole entry, looked up): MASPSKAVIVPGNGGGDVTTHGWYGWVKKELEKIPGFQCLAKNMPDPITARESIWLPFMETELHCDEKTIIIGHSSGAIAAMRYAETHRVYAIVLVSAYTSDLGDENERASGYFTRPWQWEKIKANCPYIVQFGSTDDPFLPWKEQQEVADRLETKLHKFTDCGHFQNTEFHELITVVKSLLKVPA
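Material: RBBP9 protein. Amount: RBBP9 at 2.5 µM in dispensed solution, before mixing. Schedule: 30 min then 45 min, 25 °C. Medium: Tris buffer pH 8.0, NaCl, Pluronic. Measured by: fluorescence polarization. Measure: percent inhibition from mP, scaled between DMSO and no-protein wells. Replication: one well per compound.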
BaF3 tox – parental Ba/F3 cell viability inhibition, counter-screen for JAK2V617F inhibitor project, murine pro-B, CellTiter-Glo luminescence. CellTiter-Glo ATP luminescence. inhibition, % at 5.6 µM. hit rate 1.1% among 220,000;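 active = inhibition above a per-campaign cutoff, the mean inhibition of all tested compounds plus 3 SD, cut at about 27% in these data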;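 note: 0% = DMSO wells and 100% = JAK Inhibitor I control wells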
zfTRPN1 agonist – zebrafish TRPN1 channel agonists, primary screen, cell-based, HEK293, calcium fluorescence | transient receptor potential cation channel N1 (TRPN1/NompC), Danio rerio | HEK293 zebrafish TRPN1-YFP, Fluo-8 calcium fluorescence; 100% = response to 87 µM carbachol | activation, % at 3 µM | hit rate 0.18% among 220,000;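 active = activation above its plate's cutoff, the mean activation of test wells on that plate plus 3 SD, cut at about 19% in these data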;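 note: 0% = DMSO alone and 100% = 87 µM carbachol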
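Control set: carbachol 87 µM as high control, DMSO as low control; system: HEK293 stable line with zebrafish TRPN1-YFP; read-out: % activation versus carbachol response; detection: intracellular calcium fluorescence with Fluo-8; doses: single test compound dose, 3 µM nominal, 0.3% DMSO; schedule: dye 1 h 37 °C plus 30 min RT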
PPC-1+TRAIL kill – compounds killing PPC-1 cancer cells with TRAIL present, primary screen, TRAIL potentiator project, ATPLite luminescence, uHTS. hit rate 0.41% among 220,000. AID 1443, 2008. PPC-1 cells + TRAIL, ATPLite viability luminescence. cell killing (% activity), % at 4 µM;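 active = cell killing above 50% in the first pass at 4 µM, then a duplicate retest at 5 µM averaging 50% or more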;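 note: plate controls were cells with TRAIL plus DMSO for no effect and medium-only wells lacking cells for full effect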
Ba/F3 V617F tox – reduced viability of JAK2V617F-dependent Ba/F3 cells, primary screen, JAK2V617F inhibitor project, cell-based, Ba/F3 EpoR-JAK2V617F, luminescence | ATP luminescence | AID 1446, 2008 | inhibition, % at 5.6 µM | hit rate 1.1% among 220,000;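 active = inhibition above the campaign mean plus 3 SD over all tested compounds, cut at about 24% in these data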;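 note: cytokine-independent growth of Ba/F3 cells driven by EpoR plus mutant JAK2; 0% = DMSO-treated cells and 100% = JAK inhibitor I control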
Wee1 degr inh – Wee1 degradation inhibitors, primary screen, cell-based, HeLa, Wee1K328M-luciferase, luminescence. Wee1-like protein kinase (Homo sapiens), P30291. HeLa Luc-Wee1K328M stability; 100% = proteasome inhibitor MG132 effect. reporter increase, % at 5 µM. hit rate 1.2% among 220,000. AID 1321, 2008;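 active = activation above the mean of all tested compounds plus 3 SD, set per screening run, cut at about 8.8% in these data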;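 note: cells exposed to compound for 20 h before luminescence read; 0% = DMSO alone and 100% = MG132 at 30 µM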
Target sequence (P30291 whole entry K328M): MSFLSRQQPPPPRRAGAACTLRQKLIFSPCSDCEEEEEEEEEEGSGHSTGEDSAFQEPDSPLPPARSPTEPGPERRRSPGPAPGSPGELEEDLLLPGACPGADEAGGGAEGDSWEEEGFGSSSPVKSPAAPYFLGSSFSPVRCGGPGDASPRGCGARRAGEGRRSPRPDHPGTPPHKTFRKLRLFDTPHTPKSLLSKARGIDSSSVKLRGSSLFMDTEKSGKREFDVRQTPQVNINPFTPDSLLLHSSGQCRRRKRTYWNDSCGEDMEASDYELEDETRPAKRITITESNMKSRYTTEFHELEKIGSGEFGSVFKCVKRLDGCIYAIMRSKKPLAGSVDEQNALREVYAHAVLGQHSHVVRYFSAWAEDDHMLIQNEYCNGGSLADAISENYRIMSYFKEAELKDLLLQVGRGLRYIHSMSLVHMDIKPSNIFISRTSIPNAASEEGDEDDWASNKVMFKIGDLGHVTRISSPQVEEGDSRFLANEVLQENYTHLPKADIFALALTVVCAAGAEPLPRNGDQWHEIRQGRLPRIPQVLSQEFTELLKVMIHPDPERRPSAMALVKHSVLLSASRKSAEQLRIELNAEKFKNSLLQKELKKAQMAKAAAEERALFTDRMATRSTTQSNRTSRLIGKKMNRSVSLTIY
TRPML3 ag – human TRPML3 channel agonists, primary screen, cell-based, HEK293 TRPML3-YFP, Fluo-8 calcium fluorescence, 3 µM; activation, % at 3 µM; Mucolipin-3 (Homo sapiens), Q8TDD5; 100% = the carbachol control signal; AID 1448, 2008; hit rate 0.29% among 220,000;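 active = activation above its plate's cutoff, the mean activation of the plate's test wells plus 3 SD, cut at about 12% in these data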;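 note: 0% = DMSO only wells and 100% = carbachol wells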
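Test system: HEK293 cells stably carrying human TRPML3-YFP; Doses: single dose, 3 µM final nominal compound, 0.3% DMSO final; Schedule: dye loading 1 h 37 °C then 30 min ambient, 125 s read; Technique: Fluo-8 calcium fluorescence; Benchmarks: high control carbachol 87 µM, low control DMSO.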
The depositor's hits bear a star; . = no result given.

canonical_smiles | TRPML3 ag | Ba/F3 V617F tox | Wee1 degr inh | zfTRPN1 agonist | PPC-1+TRAIL kill | RBBP9 inh | BaF3 tox | CHOP inhibitor | TNF death inh
O=C(Nc1cccc(Cl)c1)N(Cc1nc2ccccc2c(=O)[nH]1)Cc1cccs1 | 0.2 | -1 | 1 | -0.9 | 16 | -5 | 2 | 48 | 3.4
COc1ccccc1NC(=O)c1sc2ncn(Cc3ccc(C)cc3)c(=O)c2c1C | 0.3 | -3 | 1 | 1.1 | 1 | -7 | 4 | 26 | -3.1
COC(=O)/C(=C\Nc1ccc(Cl)cc1Cl)NC(=O)c1ccc(OC)cc1 | -0.6 | 1 | 3 | -0.8 | 4 | -3 | 3 | 26 | -12
N#Cc1nc(-c2ccccc2)oc1NCC1CCCO1 (configuration not stated) | 0.3 | 2 | 2 | 0.7 | 15 | -12 | 6 | -4 | 2.7
O=C(Cc1ccccc1)Nn1c(-c2ccccc2F)nc2ccccc2c1=O | 0.5 | 1 | 2 | 1.6 | 0 | -2 | 4 | 31 | 1.1
CC(C)Cn1c(SCC(=O)c2ccc(Cl)s2)nnc1-c1ccco1 | -0.2 | 3 | 0 | -0.2 | 0 | -10 | 8 | 18 | -2.0
CC(=O)c1c(C)[nH]c(C(=O)Nc2cccc(S(=O)(=O)N(C)c3ccccc3)c2)c1C | 5.5 | 4 | 5 | 5.9 | 9 | -24 | 9 | 36 | -0.1
CCCCN(C)CCCNC(=O)CS(=O)Cc1nc(-c2ccc(OC)c(OC)c2)oc1C (configuration not stated) | -0.5 | -1 | 13* | 0.6 | 1 | 3 | 2 | 0 | -0.3
O=S(=O)(c1ccccc1)N1CCN=C1SCc1cccc(Cl)c1 | -0.7 | 5 | -2 | -1.9 | 12 | -5 | 6 | 29 | -1.5
CN1c2ccsc2C(O)=C(C(=S)Nc2ccc(F)c(Cl)c2)S1(=O)=O | -0.5 | 9 | -2 | -0.2 | 11 | 2 | 6 | 1 | -1.6
C(=C\c1ccccc1)/CSc1nnc(-c2ccccc2)n1Cc1ccco1 | -0.5 | 41* | 3 | -2.2 | 18 | -8 | 23 | . | -8.0
Cc1cccc(-c2nc(CN3CCCC(C(=O)NC4CCC(C)CC4)C3)c(C)o2)c1 (configuration not stated) | -0.2 | 3 | -1 | -0.8 | 10 | -1 | 1 | 53 | -1.2
CCOC(=O)/C=C1\SCC(=O)N1CC(=O)NC(C)c1ccc(F)cc1 (configuration not stated) | 0.2 | 4 | 0 | 1.1 | 19 | -13 | 8 | 9 | -1.2
O=C(CSc1ncc(-c2ccccc2)n1C1CCCC1)N1CCc2ccccc21 | -0.3 | -4 | 2 | -0.9 | 4 | 4 | 1 | 75* | -4.8
O=C(c1cccs1)N1CCC(c2nc(-c3ccc(S(=O)(=O)N4CCOCC4)cc3)no2)CC1 | 2.4 | 2 | 0 | 5.1 | 9 | 0 | 5 | 32 | -2.9
CN(C)C(CNc1nnnn1-c1ccccc1)c1ccco1 (configuration not stated) | 0.5 | 3 | -1 | 1.1 | 8 | -3 | 4 | 20 | 0.0
CCN(c1ccccc1)c1ncnc2c1cnn2-c1ccccc1 | -0.7 | -6 | -2 | -1.2 | -5 | 4 | 1 | 79* | -0.5
COC(=O)c1c(-c2cccc3ccccc23)csc1NC(=O)Cc1ccc(OC)c(OC)c1 | -0.1 | 1 | -2 | 1.4 | 19 | -6 | 3 | 73* | -11
O=C(Nc1nccs1)c1ccc(S(=O)(=O)NCc2cccs2)cc1 | 3.1 | 0 | -1 | 6.1 | 18 | -6 | 7 | 25 | 22
CC(C(=O)Nc1cccc([N+](=O)[O-])c1)N1CCN(C/C=C/c2ccccc2)CC1 (configuration not stated) | 1.2 | 1 | -3 | -1.3 | 13 | -7 | 9 | 16 | 4.4
O=C(NC1CCCCC1)c1ccc(CS(=O)(=O)Cc2ccccc2F)o1 | 0.5 | 1 | -1 | -0.6 | 21 | -9 | 0 | 53 | 1.1
COc1c2ccoc2nc2c(OC)c(OCC(OC(C)=O)C(C)(C)O)ccc12 (configuration not stated) | 0.5 | 3 | -2 | 1.2 | -1 | -1 | -10 | 7 | -0.3
CN(C(=O)COC(=O)c1nc(-c2ccccc2)n(-c2ccccc2)n1)C1CCS(=O)(=O)C1 (configuration not stated) | 0.7 | 2 | -1 | -0.1 | 8 | -8 | 9 | 1 | -3.5
O=C1NCCN/C1=C\C(=O)c1cccc(Br)c1 | 0.9 | 2 | -2 | -0.3 | 10 | -5 | 1 | -4 | 0.3
CCOc1cc(-c2c(C)c(CC)nc(N)c2C#N)ccc1O | 0.5 | -2 | 5 | -0.9 | -10 | -10 | 0 | -2 | 0.9
Nc1[nH]c(N=NC(=O)c2ccc(F)cc2)c2ccccc12 | 0.3 | 2 | 4 | 0.9 | 27 | -6 | 6 | -3 | 1.2
COc1ccc(OC)c(NC(=O)Nc2cccc3ccccc23)c1 | -1.2 | -3 | 2 | -1.6 | 25 | 0 | 4 | 61 | 0.0
CCOC(=O)N1CCC(NC(=O)C2CCN(S(=O)(=O)c3cccs3)CC2)CC1 | 1.1 | -3 | 2 | 2.2 | 14 | 8 | 0 | 11 | 0.4
CCOCCCNC(=O)C(NC(=O)c1ccc2c(c1)OCO2)c1ccc(Cl)cc1 (configuration not stated) | 0.8 | 0 | -2 | 0.1 | 21 | 3 | 9 | 8 | 1.4
Cc1ccc(S(=O)(=O)NC(CC(=O)NCC2CCCO2)c2ccco2)cc1 (configuration not stated) | -0.3 | 1 | 1 | 1.7 | -1 | -4 | 6 | 39 | 0.8

Entries listed above printed as active in Wee1 degr inh.
Structure | TRPML3 ag | Wee1 degr inh | RBBP9 inh | CHOP inhibitor
CCCCN(C)CCCNC(=O)CS(=O)Cc1nc(-c2ccc(OC)c(OC)c2)oc1C (configuration not stated) | -0.5 | 13* | 3 | 0

(continued)
canonical_smiles | TRPML3 ag | Ba/F3 V617F tox | Wee1 degr inh | zfTRPN1 agonist | PPC-1+TRAIL kill | RBBP9 inh | BaF3 tox | CHOP inhibitor | TNF death inh
CCOC(=O)c1c(C)n(C)c2ccc(OC(=O)c3ccco3)cc12 | 0.2 | 0 | 0 | 0.1 | 5 | -6 | 6 | 11 | -0.6
Cc1cccc(-c2n[nH]c(S(C)(=O)=O)c2C#N)c1 | 0.9 | 0 | 7 | 0.8 | 14 | -11 | -1 | 7 | 1.5
CCCC(=O)n1nc(-c2ccc(Cl)cc2)nc1SC | -0.5 | -1 | -1 | 1.1 | 8 | -12 | 2 | 78* | -0.9
O=[N+]([O-])c1ccccc1/C=N/NC1=NCCCCC1 | -0.1 | -6 | 3 | -0.4 | 2 | 1 | -1 | -15 | -0.3
Cc1ccc(-c2cccc(C(=O)NCc3ccccc3)n2)c2ccccc12 | 0.2 | 5 | -1 | 1.9 | -12 | -8 | 9 | 30 | 1.7
Cc1ccccc1Cn1ccc(NC(=O)c2nn(C)cc2[N+](=O)[O-])n1 | 0.8 | 8 | 2 | 1.2 | 14 | 2 | 24 | -5 | -2.8
Cc1cc(C)n(-c2ccccc2C#N)n1 | 0.1 | 4 | 8 | 1.7 | 2 | -3 | -1 | -12 | 0.1
Cc1ccc(C)c(NC(=O)c2cc3c([nH]c4ccccc43)c(C)n2)c1 | -0.1 | 4 | -2 | 0.7 | 14 | -5 | 1 | 7 | -1.5
Cn1c(=NC(=O)COc2ccccc2)sc2ccccc21 | -0.3 | -3 | 0 | 0.4 | 14 | -11 | 0 | -39 | 2.2
O=c1c2ccccc2nnn1COc1ccc(Cl)cc1Br | 0.3 | 0 | -1 | 0.4 | 25 | -4 | 2 | 8 | 0.1
O=C(CSc1nnc(SCc2ccc(Cl)cc2)s1)N/N=C/c1c(Cl)cccc1Cl | 0.4 | 5 | 3 | 0.4 | 22 | -5 | 6 | 41 | 0.9
COc1cc2c(cc1NC(=O)Nc1ccc(F)cc1)oc1ccccc12 | 1.0 | 1 | 1 | 1.9 | 5 | 2 | 2 | 26 | 5.1
O=c1oc2ccccc2c(O)c1Cc1cc(Cl)c2cccnc2c1O | 1.0 | -7 | 0 | 2.0 | 14 | 0 | 1 | 0 | 0.8
CC(=O)c1ccc(N(C(=O)CS(=O)CC(=O)Nc2ccc(F)cc2)C(C(=O)NC2CCCCC2)c2cccs2)cc1 (configuration not stated) | 0.1 | 2 | 0 | 0.1 | -17 | -11 | 4 | 10 | 0.4
CCOC(=O)c1snc(-c2ccc(F)cc2)c1N | -0.1 | -3 | -1 | -1.2 | 14 | -1 | 0 | -37 | -1.2
CC(=O)Oc1ccc(Cn2cnc3cc4ccccc4cc32)cc1 | -0.1 | -4 | -2 | 0.2 | 23 | -3 | 4 | 36 | -1.2
O=C(/C=C/c1ccc(F)cc1)NC(=S)N1CCOCC1 | 0.9 | -3 | 0 | -0.2 | . | -14 | -2 | -27 | 1.1
COc1ccc(S(=O)(=O)N2CCOCC2)cc1NC(=O)CSc1nnc2ccccn12 | 2.0 | 1 | 2 | 0.9 | 3 | -7 | 7 | -26 | 0.7
CC(=O)c1cn(CC(=O)Nc2ccccc2C)c2ccccc12 | 2.0 | 0 | -2 | 4.0 | 21 | -10 | 12 | 26 | -2.8
O=C(COc1ccc(S(=O)(=O)N2CCCCC2)cc1)NCc1ccccn1 | 0.2 | -3 | 4 | 0.6 | 14 | 0 | 4 | 20 | 2.5
Cc1ccc2[nH]c(=O)c(C(c3nnnn3C3CCCC3)N3CCCc4ccccc43)cc2c1 (configuration not stated) | 0.3 | 0 | 3 | 1.0 | -3 | -4 | 7 | 45 | -3.1
COC(=O)c1ccc(/C=C/C(=O)O)cc1 | 1.0 | 5 | -2 | -1.5 | 2 | -8 | -2 | -2 | 0.1
COc1ccc(/C=N/NC(=O)CCCOc2ccc(Cl)cc2Cl)cc1 | 0.5 | -1 | -1 | -0.2 | 6 | -6 | 5 | 85* | 3.1
